From PubChem BioAssay
RAD54 branch: RAD54 (human) branch migration inhibition; inhibition, % at 10.4 µM; 360,000 compounds, 0.14% hits; RAD54 Holliday junction branch migration, FAM/BHQ fluorescence;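 active = mean normalized replicate activity at least 40 and at least half of replicates scoring 40 or more; inconclusive = only one of the two criteria met; inactive = mean below 40 and under half of replicates reaching 40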;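 also: 0% = median of neutral control wells and 100% = median of positive control wells; inhibitors cause a drop in the FAM fluorescence signal; in these data hits start at about 50%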
S100A4 inh HTS: blocks human S100A4 binding to myosin IIA peptide; 360,000 compounds, 0.14% hits; P26447; AID 652163; S100A4/TAMRA-MyoIIA peptide fluorescence polarization; inhibition, % at 10.7 µM;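 active = mean inhibition of at least 70% across replicates, with every replicate also reaching that level; inconclusive = mean inhibition reaches 70% but some replicates fall short; inactive = mean inhibition below 70%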
Target sequence (P26447 whole entry, looked up): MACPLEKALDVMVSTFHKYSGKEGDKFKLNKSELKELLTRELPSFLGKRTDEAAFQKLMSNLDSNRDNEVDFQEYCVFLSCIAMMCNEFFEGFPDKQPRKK
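Material: human S100A4 monomer with TAMRA-labelled myosin IIA peptide; buffer or medium: HEPES pH 7.2 with CaCl2, KCl, NaCl, DTT, Triton; compound dosing: one concentration per compound; schedule: 5 min incubation before reading; benchmarks: neutral control DMSO, positive control TFP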
ERAP1 HTS inh: ERAP1 (human) enzyme inhibition; 340,000 compounds, 0.15% hits; recombinant ERAP1, Leu-AMC fluorescence, 60 min; inhibition, % at 10.7 µM; Q9NZ08;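 active = mean replicate inhibition of at least 30%, or all replicates individually reaching that 30% level; inactive = mean below 30% and not every replicate reaching it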;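 also: 0% = neutral control wells and 100% = L-leucinethiol positive control wells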
XiGFP reactiv: activators of X-chromosome reactivation in mouse fibroblasts; XiGFP mouse fibroblasts, % GFP-positive cells imaging, 3 d; cells co-treated with 5-aza-dC sensitizer; scaled so ellipticine positive control = 100%; activation, % at 7.58 µM; 360,000 compounds, 0.055% hits; AID 743238;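 active = mean normalized replicate activation at least 10% and every replicate at or above 10%; inconclusive = only one of the two criteria met; inactive = mean below 10% and not all replicates reach 10%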;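 also: 0% = median of on-plate neutral control wells and 100% = ellipticine 6 µM median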
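Schedule: 3 d treatment, 15 min room-temperature fixation; system: 68-5-11 XiGFP fibroblast line; buffer or medium: DMEM plus 5-aza-dC sensitizer; control set: ellipticine 6 µM positive control; compound: one concentration, pinned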
esBAF inh: SWI/SNF esBAF complex inhibition; AID 602393; reporter increase, % at 12.5 µM; 350,000 compounds, 2% hits; mouse ES cells, Bmi1-luciferase knock-in reporter, 24 h; 100% = twice the neutral-well signal; in the data active = activation above about 40%; inconclusive = no clear call, values can overlap the other calls;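 also: 0% = median of the plate's neutral control wells and 100% = double that signal; a rise in the Bmi1 reporter signal indicates esBAF inhibition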
ERp5 inh: ERp5 (human) disulfide isomerase inhibition. Q15084. ERp5 insulin aggregation, absorbance 650 nm, 90 min. inhibition, % at 9.99 µM. 350,000 compounds, 0.05% hits. AID 651711;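 active = mean replicate inhibition above about 25%, with every replicate also reaching it, limit read from the data, passing the limit was not always enough; inconclusive = only one of those two criteria met; inactive = neither criterion met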
RAD52 inh: RAD52 (human) annealing inhibition | recombinant RAD52 DNA annealing, FRET fluorescence | P43351 | inhibition, % at 18.7 µM | 360,000 compounds, 0.46% hits;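 active = every replicate showing at least 50% inhibition; inconclusive = mean inhibition at least 50% but not in every replicate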
E-selectin induc: induces E-selectin expression in human endothelial cells; activation, % at 7.58 µM; HUVEC E-selectin immunofluorescence imaging; normalized: neutral wells 0, TNF-alpha wells 100; 260,000 compounds, 0.37% hits;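 active = mean E-selectin-positive cell signal at least 10% of the positive control, reached in at least 60% of replicates, without over 20% cell loss; inconclusive = no rule given, readout overlaps actives, possibly toxicity-flagged; inactive = the rest, including those meeting only one limit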;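 also: in these data hits start at about 27%; measured in HUVEC primary endothelial cells; signal is the percent of cells scored E-selectin positive by PE staining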
Target sequence (P16581 whole entry, looked up): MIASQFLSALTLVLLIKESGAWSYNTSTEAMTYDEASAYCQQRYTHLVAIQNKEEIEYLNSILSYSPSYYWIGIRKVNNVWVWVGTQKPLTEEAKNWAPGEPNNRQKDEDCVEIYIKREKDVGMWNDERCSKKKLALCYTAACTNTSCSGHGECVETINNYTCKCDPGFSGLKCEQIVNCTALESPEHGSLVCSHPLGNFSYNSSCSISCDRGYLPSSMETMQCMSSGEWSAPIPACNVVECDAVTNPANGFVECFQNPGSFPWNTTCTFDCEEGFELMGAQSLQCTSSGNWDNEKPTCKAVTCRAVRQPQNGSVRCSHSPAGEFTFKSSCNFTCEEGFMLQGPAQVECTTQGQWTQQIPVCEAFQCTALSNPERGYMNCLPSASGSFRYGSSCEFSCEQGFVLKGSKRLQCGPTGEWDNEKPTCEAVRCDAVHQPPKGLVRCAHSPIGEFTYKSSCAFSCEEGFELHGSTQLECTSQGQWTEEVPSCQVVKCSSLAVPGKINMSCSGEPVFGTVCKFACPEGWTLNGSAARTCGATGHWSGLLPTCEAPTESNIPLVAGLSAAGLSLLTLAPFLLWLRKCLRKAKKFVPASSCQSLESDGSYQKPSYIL
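material = human umbilical vein endothelial cells (HUVEC), E-selectin induction | quantity = 3,000 cells/well | medium = EGM-2 growth medium on 0.1% gelatin-coated wells | technique = immunofluorescence imaging | read-out basis = % PE-positive cells | control set = TNF-alpha positive control, DMSO neutral control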
* hit, by the source's call; ? = inconclusive; · = no result given; & = joins results of further samples. No enrichment for hits; overall some 2.5% were active at least once.

#	molecule	RAD54 branch	S100A4 inh HTS	ERAP1 HTS inh	XiGFP reactiv	esBAF inh	ERp5 inh	RAD52 inh	E-selectin induc
1	CCCNC(=O)N1CC(=O)N2[C@H](CO)[C@@H](c3ccc(C#CCC4CCCC4)cc3)[C@@H]2C1	·	4	-2	0.0	·	-2	-8	0.5
2	CO[C@H](CN(C)Cc1cc(F)ccc1F)[C@H](C)CN([C@H](C)CO)S(=O)(=O)c1ccc(F)cc1	14	1	-5	0.0	-2	0	-2	0.0
3	C[C@@H]1CN([C@H](C)CO)C(=O)Cc2cc(NC(=O)CCN3CCOCC3)ccc2O[C@H]1CN(C)C(=O)Nc1ccc2c(c1)OCO2	5	-32	0	0.0	12	5	-5	?
4	CN1c2ccc(C#Cc3cccnc3)cc2[C@H]2[C@H](CCN2S(=O)(=O)c2ccccc2F)[C@@H]1CO	-2	-2	1	0.1	-1	-3	-5	-0.2
5	COc1ccc(C(=O)N2CCN(c3ccc(C(C)=O)cc3F)CC2)cc1S(=O)(=O)NC1CC1	-4	-3	0	0.0	19	-4	-5	0.2
6	COc1ccc(N(CC(=O)NCc2ccccc2OC)S(=O)(=O)c2c(C)nn(C)c2C)cc1	12	-2	9	0.0	-4	6	-9	0.2
7	CCC(C(=O)OCC(=O)N(CC)c1c(N)n(Cc2ccccc2)c(=O)[nH]c1=O)c1ccccc1 (centres undefined)	6	2	-4	-0.1	-2	-1	3	-0.2
8	CO[C@@H]1CN(C)C(=O)c2cc(NC(=O)NC(C)C)ccc2OC[C@@H](C)N(CCC(F)(F)F)C[C@H]1C	4	·	·	0.1	-1	·	·	-0.2
9	C=CC[C@H](CC(=O)N(CCO)Cc1ccccc1)C(=O)N[C@H](COC(=O)[C@@H](CC=C)CC(=O)OC(C)(C)C)Cc1ccccc1	-6	-1	-1	0.0	15	1	0	-0.3
10	Cc1ccc(C(=O)N2CCN(c3ccc([N+](=O)[O-])c(NCc4cccnc4)c3)CC2)cc1	·	4	1	0.0	·	1	-14	·
11	CC(=O)c1cc(Cl)ccc1OCC(=O)NC1CCCC1	·	-15	-4	0.1	52*	-3	-7	0.1
12	Cc1ccccc1-c1cnc2c(c1)C(=O)N([C@@H](C)CO)C[C@@H](C)[C@H](CN(C)C(=O)c1ccncc1)O2	5	-7	0	-0.7	3	8	-8	-0.1
13	C[C@@H]1CN([C@H](C)CO)C(=O)c2cc(NS(C)(=O)=O)ccc2O[C@@H](C)CCCCO[C@@H]1CN(C)Cc1ccc(C(=O)O)cc1	1	11	3	-0.1	1	-1	-2	-0.1
14	CNC(=O)c1c(NC(NC(=O)c2ccco2)C(=O)c2ccc(Cl)cc2)sc2c1CCCC2 (centres undefined)	·	-4	14	·	·	1	-4	·
15	COc1ccc(S(=O)(=O)Nc2cccc3c2O[C@@H](CN(C)CC2CC2)[C@H](C)CN([C@@H](C)CO)C3=O)cc1	5	4	-1	-0.4	-1	3	17	-0.2
16	CN1c2ccc(-c3ccccc3)cc2[C@@H]2[C@@H](CCN2C(=O)c2ccncc2)[C@H]1CO	-5	·	·	0.1	0	·	·	-0.2
17	N#CC(=C(O)CN1CCN(c2ccccc2F)CC1)c1nc(-c2ccc(Cl)cc2)cs1	1	-7	3	0.1	-13	1	-16	0.1
18	CCOC(=O)C(Cc1ccc(O)c([N+](=O)[O-])c1)N1C(=O)c2ccccc2C1=O (centres undefined)	·	2	0	0.0	·	-5	3	-0.5
19	C[C@H]1CN([C@@H](C)CO)C(=O)c2c(c3ccccc3n2C)-c2ccccc2CO[C@@H]1CN(C)C(=O)Nc1cccc(F)c1	-5	8	1	0.2	-8	1	14	0.0
20	CC12CCC(=O)N1C(C(=O)NCCN1C(=O)S/C(=C\c3ccc(F)cc3)C1=O)CS2 (centres undefined)	·	-21	0	-0.1	11	-4	-20	·
21	CCC(=O)Nc1ccc(-c2csc(C)n2)cc1	3	15	-4	-0.1	·	2	-5	-0.7
22	CCCN(C(=O)c1ccc([N+](=O)[O-])c(C)c1)c1c(N)n(Cc2ccccc2)c(=O)[nH]c1=O	4	8	2	0.4	-6	-22	-13	·
23	CC(C)C[C@H]1COc2cc(Br)ccc2S(=O)(=O)N1	-7	-2	·	0.2	-2	0	-12	-1.1
24	CC1Oc2ccccc2N(CC(=O)Nc2ccccc2F)C1=O (centres undefined)	1	-2	-1	-0.2	-3	2	9	·
25	C=CCN1Cc2ccccc2C[C@@]2(COC(c3ccc(OCCCO)cc3)=N2)C1=O	-5	7	0	·	·	2	17	·
26	COc1cccc(/C=N/NC(=O)c2nnn(-c3nonc3N)c2CN(C)c2ccccc2)c1	-13	2	-2	0.0	4	0	-4	·
27	Cc1cccc(C(O)c2ncc(-c3ccc(C(F)(F)F)cc3)[nH]2)c1C (centres undefined)	-5	0	-3	0.1	0	5	8	1.4
28	OC[C@@H]1[C@H](c2ccc(-c3ccncc3)cc2)[C@@H]2CN(Cc3ccccn3)CCCCN12	5	·	·	0.2	·	-2	·	0.3
29	CNc1cncc(-c2ccc(O)cc2)n1	1	-3	-20	0.0	13	4	-10	0.1
30	C[C@@H]1ON(C)[C@H]2C[C@H]3c4[nH]c5cccc(-c6ccccc6F)c5c4CCN3C(=O)[C@@H]12	·	-23	-10	0.6	·	7	-43	0.2
31	O=[N+]([O-])c1ccccc1CNCCCCO	-6	-2	·	0.2	-4	6	11	0.9
32	Cc1ccccc1S(=O)(=O)N1C[C@@H](O)COC[C@H]2O[C@@H](CC(=O)N3CCCCC3)CC[C@@H]21	-7	-25	1	0.2	-3	-4	-9	-0.2
33	O=C(NC1CCCCC1)c1cc(N2C(=O)CCC2=O)ccc1Cl	-1	11	2	0.1	-4	0	-12	0.6
34	Cc1ccc(S(=O)(=O)N2CCCCC2)cc1NC(=O)COC(=O)c1cccc(O)c1	4	-4	-4	-0.2	3	-4	-10	0.0
35	COC(=O)C[C@H]1C[C@@H]2c3cc(NS(=O)(=O)c4cccc(OC)c4)ccc3O[C@@H]2[C@@H](CO)O1	2	-1&4	2&-4	-0.1&0.2	1&-2	-2&-8	-7&-4	-0.2
36	COc1ccc(NC(=O)N(C)C[C@H]2Oc3ncc(C#CCN(C)C)cc3C(=O)N([C@@H](C)CO)C[C@@H]2C)cc1	6	11	-2	-0.5	-3	1	-10	0.5
37	CCOc1ccccc1CNC(=O)C1CCCN(c2nn3c(=O)cc(C)nc3s2)C1 (centres undefined)	-1	-7	3	0.0	4	3	-19	·
38	COc1ccc(NC(=S)Nc2ncccc2C)c(OC)c1	2	0	-1	·	48*	?	-23	·
39	CCOc1ccc(NC(=O)COC(=O)c2c[nH]c3ccccc23)cc1	4	-3	0	-0.2	0	3	-24	0.2
40	CO[C@H](CN(C)C(=O)c1cc(Cl)cc(Cl)c1)[C@@H](C)CN(C(=O)Nc1ccc(F)cc1)[C@H](C)CO	9	0	4	0.0	2	-2	1	0.0
41	O=C(c1ccco1)N1CCN(C(=O)c2ccc(CS(=O)c3ccc(Br)cc3)o2)CC1 (centres undefined)	-1	-7	-5	0.0	1	4	1	-0.3
42	C#CC(CCN1CCCCC1)(OC)c1ccccc1 (centres undefined)	-5	1	2	0.1	-3	3	-13	-0.1
43	Cc1cc(C)nc(NNS(=O)(=O)c2c(F)cc(F)cc2Br)n1	8	-10	1	0.4	0	-2	-26	0.4
44	COC(=O)Nc1ccc(NC(C)=O)cc1	5	0	1	·	-3	-1	-9	·
45	O=c1nc(-c2ccccc2Cl)c2cc(F)ccc2[nH]1	-1	-1	-9	0.0	-13	0	1	-0.1
46	O=C(O)c1ccc(CN2C[C@@H](CO)O[C@@H](n3cnc4c(Nc5ccccc5)ncnc43)C2)cc1	-13	1	3	-0.2	3	-4	-62	0.0
47	C[C@@H]1CN([C@H](C)CO)C(=O)c2cccc(NC(=O)C3CC3)c2O[C@H]1CN(C)S(=O)(=O)c1ccccc1	-1	-10	2	0.2	4	1	-3	-0.2
48	CCN(CC)CCCNC(=O)COc1ccc2oc3c(c2c1)CCCC3	8	-35	1	0.0	-6	-7	11	1.5
49	CC(=O)Nc1ccc(N/C(=N\S(=O)(=O)c2ccccc2)c2ccccc2)cc1	4	-1	-1	-0.1	3	-8	-23	-0.5
50	O=C(Nn1c(C2CCC2)nc2ccccc2c1=O)c1cccs1	-2	-1	1	0.0	2	0	4	0.3

Complete entries, looked up by structure. Order of screens: RAD54 branch | S100A4 inh HTS | ERAP1 HTS inh | XiGFP reactiv | esBAF inh | ERp5 inh | RAD52 inh | E-selectin induc
`CCOc1ccc(NC(=O)COC(=O)c2c[nH]c3ccccc23)cc1` as listed: 4 | -3 | 0 | -0.2 | 0 | 3 | -24 | 0.2
`Cc1cccc(C(O)c2ncc(-c3ccc(C(F)(F)F)cc3)[nH]2)c1C` (centres undefined) as listed: -5 | 0 | -3 | 0.1 | 0 | 5 | 8 | 1.4
`O=C(Nn1c(C2CCC2)nc2ccccc2c1=O)c1cccs1` as listed: -2 | -1 | 1 | 0.0 | 2 | 0 | 4 | 0.3
`C[C@@H]1ON(C)[C@H]2C[C@H]3c4[nH]c5cccc(-c6ccccc6F)c5c4CCN3C(=O)[C@@H]12` as listed: · | -23 | -10 | 0.6 | · | 7 | -43 | 0.2

The list goes on.
#	molecule	RAD54 branch	S100A4 inh HTS	ERAP1 HTS inh	XiGFP reactiv	esBAF inh	ERp5 inh	RAD52 inh	E-selectin induc
51	CNC(=S)Nc1ccc([N+](=O)[O-])cc1	·	-8	6	-0.1	·	2	3	4.5
52	O=C1NC[C@H](CCCCN2C[C@H](Cc3ccccc3)N(CCc3ccccc3)C(=O)C2=O)N(CCc2ccc(O)cc2)C1=O	·	-4	-9	0.0	·	-5	11	0.0
53	C[C@H](O)C#Cc1ccc2c(c1)O[C@H](CN(C)C(=O)Nc1ccccc1)[C@H](C)CN([C@H](C)CO)S2(=O)=O	3	2	3	-0.9	1	0	-7	0.2
54	Cc1ccc(S(=O)(=O)Nc2ccc3c(c2)C(=O)N([C@@H](C)CO)C[C@H](C)[C@H](CN(C)S(C)(=O)=O)OCCCC[C@@H](C)O3)cc1	-6	-5	4	0.0	3	-4	7	1.2
55	O=C(COC(=O)c1cccc(Br)c1)NCC1CCCO1 (centres undefined)	-1	1	-1	0.0	3	2	0	0.4
56	O=c1cc(-c2ccc(O)cc2)oc2cc(O)c(C3OC(CO)C(O)C(O)C3O)c(O)c12 (centres undefined)	10	9	13	·	-1	-4	-1	·
57	COc1cccc(C(=O)NCCS(=O)(=O)N2CCOCC2)c1	-13	-2	-6	-0.1	-4	1	-5	0.1
58	Cc1ccccc1OCc1nc(C#N)c(N2CCCC2)o1	·	-2	-1	0.0	·	2	-14	2.4
